Wee1 stabilizer – Wee1 degradation inhibitors, primary screen, cell-based, HeLa, Wee1K328M-luciferase, luminescence. HeLa Luc-Wee1K328M stability; 100% = proteasome inhibitor MG132 effect. 220,000 compounds, 1.2% hits. reporter increase, % at 5 µM;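 active = activation above the mean of all tested compounds plus 3 SD, set per screening run, cut at about 8.8% in these data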;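 note: cells exposed to compound for 20 h before luminescence read; 0% = DMSO alone and 100% = MG132 at 30 µM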
KLK5 inh – human KLK5 protease inhibitors, primary screen, biochemical, 1536-well. recombinant hK5, fluorogenic AMC substrate cleavage. inhibition, % at 5 µM. 210,000 compounds, 0.59% hits. AID 873, 2007;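 active = inhibition of 40% or more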;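 note: 0% = enzyme controls without compound and 100% = no-enzyme blanks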
Target sequence (Q9Y337 67-293 limits assumed): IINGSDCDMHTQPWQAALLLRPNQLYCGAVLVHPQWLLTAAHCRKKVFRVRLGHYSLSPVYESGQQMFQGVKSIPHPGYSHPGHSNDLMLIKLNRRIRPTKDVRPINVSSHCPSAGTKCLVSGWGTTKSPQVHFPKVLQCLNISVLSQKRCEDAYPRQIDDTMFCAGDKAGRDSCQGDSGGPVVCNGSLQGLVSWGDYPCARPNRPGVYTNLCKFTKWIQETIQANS
Hck-Nef inh – inhibitors of Nef-activated human Hck kinase, primary screen, biochemical, Z-Lyte FRET, 384-well, Hck-YEEI; Recombinant Hck-YEEI plus Nef, Z-Lyte FRET kinase assay; inhibition, % at 20 µM; 220,000 compounds, 0.68% hits; AID 463187, 2010;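 active = Hck-Nef kinase inhibition above about 50%, limit read from the data; inactive = inhibition below that limit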;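 note: 0% = DMSO with Hck plus Nef and 100% = Hck alone without Nef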
Target sequence (P08631 whole entry, looked up): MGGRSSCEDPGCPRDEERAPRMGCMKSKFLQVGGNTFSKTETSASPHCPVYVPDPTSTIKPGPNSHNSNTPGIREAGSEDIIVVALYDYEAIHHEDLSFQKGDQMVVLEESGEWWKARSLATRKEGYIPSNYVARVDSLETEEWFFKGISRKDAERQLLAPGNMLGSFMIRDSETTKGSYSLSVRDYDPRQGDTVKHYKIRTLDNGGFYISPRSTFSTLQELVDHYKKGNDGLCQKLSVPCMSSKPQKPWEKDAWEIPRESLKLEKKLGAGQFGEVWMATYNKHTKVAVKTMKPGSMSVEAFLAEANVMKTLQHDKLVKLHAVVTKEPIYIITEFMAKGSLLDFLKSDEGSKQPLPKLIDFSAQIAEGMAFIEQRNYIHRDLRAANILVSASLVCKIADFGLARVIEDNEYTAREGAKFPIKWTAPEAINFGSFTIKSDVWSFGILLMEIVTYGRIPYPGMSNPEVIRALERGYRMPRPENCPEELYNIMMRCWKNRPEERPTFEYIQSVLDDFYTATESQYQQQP
Runt-SMMHC FRET – inhibitors of RUNX1 Runt–CBFb-SMMHC binding, primary screen, biochemical, FRET, Cerulean-Runt, Venus-CBFb-SMMHC, uHTS; inhibition, % at 20 µM; Cerulean-Runt/Venus-CBFb-SMMHC FRET ratio 530/480, 1 h; Runt-related transcription factor 1 (Homo sapiens) + Core-binding factor subunit beta …; 220,000 compounds, 0.74% hits;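 active = mean inhibition across duplicate retests at 20 µM reaching about 50%, limit read from the data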;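 note: 0% = DMSO wells and 100% = wells with excess untagged CBFb-SMMHC; inhibitors lower the FRET ratio by blocking Runt binding to CBFb-SMMHC; some results filed as inactive read as strong as hits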
FXIa inh – human FXIa protease inhibitors, primary screen, biochemical, 1536-well | purified FXIa, Boc-Glu-Ala-Arg-AMC fluorogenic substrate | Coagulation factor XI (Homo sapiens), P03951 | inhibition, % at 5 µM | 220,000 compounds, 0.14% hits | AID 798, 2007;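 active = inhibition of at least 40%; inactive = inhibition below 40%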;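 note: fluorescence of freed AMC excited at 355 nm; 0% = enzyme without compound and 100% = no enzyme blank; many of its hits are not listed in these tables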
Runt-CBFb FRET – inhibitors of RUNX1 Runt–CBFb binding, primary screen, biochemical, FRET, Cerulean-Runt, Venus-CBFb, uHTS; Cerulean-Runt/Venus-CBFb FRET ratio 530/480, 1 h; inhibition, % at 20 µM; 220,000 compounds, 0.46% hits; AID 1496, 2009;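 active = inhibition over about 50% at 20 µM in the single-dose screen, limit read from the data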;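 note: 0% = DMSO wells and 100% = excess unlabeled CBFb competitor control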
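test system = Cerulean-tagged RUNX1 Runt domain (FRET donor) fusion protein | reagent = Venus-CBFb binding partner, 100 nM | incubation = protein complex preformed 1 h, compound exposure 1 h, room temperature, dark | detection = FRET fluorescence | read-out basis = loss of energy transfer signal | controls = 5 µM unlabeled CBFb as full-inhibition high control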
14-3-3 Bad PPI – inhibitors of 14-3-3 zeta/Bad binding, primary screen, biochemical, TR-FRET, bovine 14-3-3 zeta; TR-FRET 14-3-3zeta/Dy647-pBad peptide displacement, 1 h; 220,000 compounds, 0.71% hits; inhibition, % at 21.7 µM; 14-3-3 protein zeta/delta (Bos taurus), P63103; AID 781, 2007;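 active = inhibition above about 70%, limit read from the data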;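 note: 0% = full 14-3-3 plus peptide FRET controls and 100% = background without 14-3-3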
Thrombin inh – human alpha-thrombin inhibitors, primary screen, counter-screen for coagulation protease inhibitor project, biochemical, 1536-well, fluorogenic AMC substrate. Boc-VPR-AMC fluorogenic substrate cleavage. inhibition, % at 5 µM. 220,000 compounds, 0.26% hits. AID 1046, 2008;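 active = inhibition at or above 40%; inactive = inhibition below 40%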;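 note: 0% = enzyme with no compound and 100% = wells without enzyme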
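Material: human alpha-thrombin protein; Also added: Boc-VPR-AMC substrate, 15 µM final; Timing: enzyme reaction carried out at room temperature; Signal: fluorescence, ex 355 nm, em 460 nm; Measure: % inhibition of thrombin; Controls: enzyme without compound as high, wells lacking enzyme as low.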
FXIIa inh 1536 – human FXIIa protease inhibitors, primary screen, biochemical, 1536-well | purified FXIIa, Boc-QGR-AMC fluorogenic substrate, 2 h | inhibition, % at 5 µM | 220,000 compounds, 0.3% hits | Coagulation factor XII (Homo sapiens), P00748 | AID 800, 2007; in the data active = inhibition above about 40%;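 note: 0% = enzyme with no compound and 100% = blank without enzyme; many of its hits are not listed in these tables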
An asterisk follows results filed as active; / = no result given; [ ] = remark or other dose.

SMILES | Wee1 stabilizer | KLK5 inh | Hck-Nef inh | Runt-SMMHC FRET | FXIa inh | Runt-CBFb FRET | 14-3-3 Bad PPI | Thrombin inh | FXIIa inh 1536
O=C1CSC2=NCN(c3ccc4c(c3)OCO4)CN12 | 2.5 | -3.5 | 2.5 | 5.7 | 0.7 | 11.9 | -2.3 | -19.3 | -5.1
CCOC(=O)c1sc(N)c(C(=O)Nc2ccccc2)c1C | 0.0 | 1.4 | 18.3 | 16.6 | -0.1 | 41.8 | 5.1 | -6.6 | 11.2
CC(=O)Nc1cccc(NC(=S)Nc2ccc(F)cc2F)c1 | 2.5 | -2.9 | 25.5 | -5.5 | -2.0 | 13.9 | -26.2 | -1.4 | 7.6
COC(=O)c1ccc(-n2c(C)cc(/C=N/n3cnnc3)c2C)cc1 | -0.3 | -13.1 | -6.8 | 0.7 | -3.9 | -0.9 | -4.9 | -4.6 | 6.1
Cc1ccccc1NC(=O)C1CCCN1/C=C/C(=O)C(F)(F)F (stereo not given) | -0.3 | -0.7 | 1.2 | 3.4 | -4.8 | -2.0 | 0.8 | -8.7 | 1.8
CC(C)(C)C(C(Oc1ccc(Cl)cc1)n1cncn1)n1nnnc1C(c1cccc(Cl)c1)N1CCCCC1 (stereo not given) | 0.2 | -8.4 | -1.4 | -9.7 | -0.3 | -2.3 | 34.0 | -1.7 | 11.2
CCN(CCO)Cc1cc(=O)oc2c(C)c(C)ccc12 | -0.9 | -8.3 | 3.8 | -1.1 | -9.7 | 0.2 | 5.2 | -2.1 | 4.3
Cc1cc(NC(=O)c2cccc3ccccc23)cc(C)c1OCC(=O)N1CCOCC1 | 3.7 | 2.1 | -16.9 | 3.0 | 2.6 | -1.1 | -1.5[fluorescence artefact?] | 3.6 | 13.3
COc1cc(CN2CCN(CCOCCO)CC2)cc(OC)c1OC | -0.6 | -10.7 | 1.4 | 0.0 | -3.7 | -2.1 | 36.5 | 0.8 | 10.5
O=C(NCC1CCCO1)c1ccc2c(=O)n(-c3ccccc3)c(=S)[nH]c2c1 (stereo not given) | 1.0 | 1.7 | 25.9 | -6.2 | 0.8 | -1.7 | -12.1 | -12.5 | 1.9
O=S(=O)(NCc1cccnc1)c1cccn1-c1ncc(C(F)(F)F)cc1Cl | -1.1 | -5.9 | 18.4 | -3.0 | -4.2 | -3.4 | -11.8 | -5.0 | -0.2
COCCn1c(=NC(=O)/C=C/c2ccccc2Cl)sc2cc(NC(C)=O)ccc21 | 3.2 | 3.1 | 1.2 | -43.8 | -6.6 | -6.3 | 10.6 | -8.2 | 0.5
O=C(CNC(=O)c1ccc(N2C(=O)c3ccccc3C2=O)cc1)OCC(=O)c1cccc2ccccc12 | 0.7 | -3.4 | 2.2 | 3.4 | 6.8 | -3.5 | -10.8 | -0.3 | 11.5
O=C(c1cccnc1)N1N=C(c2cccs2)CC1c1ccc(F)cc1 (stereo not given) | -2.9 | -1.1 | -12.1 | -1.5 | -4.1 | -2.0 | -3.2 | 3.9 | -0.6
COc1ccc(OCc2nn3c(-c4cccc(OC)c4)nnc3s2)cc1 | 0.8 | -18.0 | -0.4 | -3.7 | -3.0 | -2.9 | -0.7[fluorescence artefact?] | -9.3 | 5.3
FC(F)(F)c1cc(N2CCN(Cc3ccccc3)CC2)c2ccccc2n1 | 10.2* | 0.0 | 5.8 | -1.7 | 2.7 | 0.9 | -1.2 | 1.5 | 1.7
CCCN(CCC)C(=O)CSc1nc2ccccc2c(=O)n1C1CCCC1 | 2.7 | 4.9 | 7.4 | 0.3 | 2.1 | -3.5 | -1.9 | 1.8 | 13.9
CCOc1ccc(Br)cc1S(=O)(=O)N1CCC(C(=O)O)CC1 | 2.0 | -14.7 | -5.6 | 3.6 | -8.8 | -1.4 | -3.8 | -2.0 | 3.3
Cc1ccc(N(CC(=O)N/N=C/c2ccc(OC3CSC3)cc2)S(=O)(=O)c2ccccc2)c(C)c1 | 0.2 | -3.2 | 1.4 | 6.7 | 0.6 | 2.5 | -5.1 | -6.4 | 4.1
Cc1cc(=O)[nH]c2c(C)c(Cl)ccc12 | 1.9 | -10.4 | 1.3 | -5.9 | -0.2 | -4.0 | 4.6 | -1.2 | 7.1
CCCCCCn1c(N2CCC(C(N)=O)CC2)nc2c1c(=O)n(C)c(=O)n2C | -3.0 | 5.2 | 0.2 | -4.0 | 6.1 | -2.2 | -8.6 | -0.7 | 13.1
Cc1cc(C)c(C(N)=O)c(NCCc2ccccc2)n1 | 0.2 | -7.5 | 1.4 | -1.0 | 4.2 | 0.8 | -0.3 | 6.3 | 10.8
CC(C)(CNS(C)(=O)=O)SCc1ccc(Cl)cc1 | -2.7 | -8.0 | 16.3 | 0.3 | -5.2 | -0.8 | -4.6 | 11.3 | -5.1
COC(=O)c1ccc(NC(=O)CSCc2ccccc2)cc1 | 1.1 | 0.6 | 1.7 | 1.8 | 2.1 | 2.2 | / | 3.2 | 10.4
CCn1c(NC(=O)c2ccc(C)cc2)c2ccccc2nc1=O | -0.1 | 0.7 | 0.9 | 12.3 | 7.0 | -0.8 | 8.4 | 1.7 | 16.3
Cc1ccc(C2CC(=O)N(c3ccc(F)cc3)C3=C2C(=O)CCC3)cc1 (stereo not given) | -4.2 | -10.4 | -0.3 | -6.1 | -0.1 | -0.8 | -5.3 | -1.2 | 9.3
CCOC(=O)c1ccccc1Cc1nc2ccccc2c(=O)[nH]1 | 1.8 | -5.5 | 0.5 | 3.5 | 2.4 | 1.6 | 4.2 | 7.8 | 1.1

Retrieved by structure from the list above, 7 records:
SMILES | Wee1 stabilizer | KLK5 inh | Hck-Nef inh | Runt-SMMHC FRET | FXIa inh | Runt-CBFb FRET | 14-3-3 Bad PPI | Thrombin inh | FXIIa inh 1536
O=S(=O)(NCc1cccnc1)c1cccn1-c1ncc(C(F)(F)F)cc1Cl | -1.1 | -5.9 | 18.4 | -3.0 | -4.2 | -3.4 | -11.8 | -5.0 | -0.2
Cc1cc(NC(=O)c2cccc3ccccc23)cc(C)c1OCC(=O)N1CCOCC1 | 3.7 | 2.1 | -16.9 | 3.0 | 2.6 | -1.1 | -1.5[fluorescence artefact?] | 3.6 | 13.3
Cc1ccccc1NC(=O)C1CCCN1/C=C/C(=O)C(F)(F)F (stereo not given) | -0.3 | -0.7 | 1.2 | 3.4 | -4.8 | -2.0 | 0.8 | -8.7 | 1.8
Cc1ccc(C2CC(=O)N(c3ccc(F)cc3)C3=C2C(=O)CCC3)cc1 (stereo not given) | -4.2 | -10.4 | -0.3 | -6.1 | -0.1 | -0.8 | -5.3 | -1.2 | 9.3
O=C(CNC(=O)c1ccc(N2C(=O)c3ccccc3C2=O)cc1)OCC(=O)c1cccc2ccccc12 | 0.7 | -3.4 | 2.2 | 3.4 | 6.8 | -3.5 | -10.8 | -0.3 | 11.5
Cc1cc(=O)[nH]c2c(C)c(Cl)ccc12 | 1.9 | -10.4 | 1.3 | -5.9 | -0.2 | -4.0 | 4.6 | -1.2 | 7.1
O=C1CSC2=NCN(c3ccc4c(c3)OCO4)CN12 | 2.5 | -3.5 | 2.5 | 5.7 | 0.7 | 11.9 | -2.3 | -19.3 | -5.1

Compound activity (PubChem)
